EBNA-1 inh – blocks EBNA-1 binding to DNA; EBNA-1 DNA binding, fluorescence polarization; inhibition, % at 14.8 µM; actives 0.34% (n = 300,000); AID 1950; in the data active = inhibition above about 28%
PP1 counter – counter-screen for PP5 inhibitors: inhibitors of human PP1-alpha; P62136; purified PP1alpha, OMFP fluorescence; inhibition, % at 6.7 µM; actives 0.9% (n = 320,000); AID 2235;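 active = inhibition above the mean inhibition of all tested compounds plus 3 SD, computed separately for each screening campaign, cut at about 15% in these data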
CTSL1 counter – cathepsin L1 inhibition, PFM18AAP counter-screen; inhibition, % at 5.96 µM; AID 1906; actives 0.49% (n = 300,000); recombinant F. hepatica cathepsin L1, Z-Leu-Arg-MCA fluorescence;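 active = inhibition above the mean of all tested compounds plus 3 SD, set per screening campaign, cut at about 17% in these data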;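 note: 0% = plate median of test compound wells and 100% = 1 µM Z-Phe-Ala-diazomethylketone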
PP5 inh – PP5 (human) phosphatase inhibition | purified PP5c, OMFP substrate fluorescence | inhibition, % at 6.7 µM | actives 0.18% (n = 320,000) | AID 1987;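 active = inhibition above the campaign's mean inhibition across all tested compounds plus 3 SD, cut at about 9.5% in these data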;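 note: 0% = DMSO only and 100% = 100 µM cantharidin control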
Target sequence (P53041 whole entry, looked up): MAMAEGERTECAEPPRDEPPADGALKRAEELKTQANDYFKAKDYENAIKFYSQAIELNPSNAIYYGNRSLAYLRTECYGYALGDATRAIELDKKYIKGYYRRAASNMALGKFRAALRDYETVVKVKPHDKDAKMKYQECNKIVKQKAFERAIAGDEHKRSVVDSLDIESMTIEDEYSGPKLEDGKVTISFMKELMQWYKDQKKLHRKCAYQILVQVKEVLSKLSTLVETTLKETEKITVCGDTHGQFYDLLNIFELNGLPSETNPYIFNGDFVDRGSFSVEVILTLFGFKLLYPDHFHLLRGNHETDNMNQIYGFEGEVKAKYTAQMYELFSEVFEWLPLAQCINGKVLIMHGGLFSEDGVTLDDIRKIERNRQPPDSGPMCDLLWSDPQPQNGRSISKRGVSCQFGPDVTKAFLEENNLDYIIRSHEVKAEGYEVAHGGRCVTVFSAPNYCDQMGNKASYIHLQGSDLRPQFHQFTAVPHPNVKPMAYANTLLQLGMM
ZTA DNA inh – ZTA (EBV) inhibition in EBNA-1 counter-screen; inhibition, % at 11 µM; ZTA-DNA binding, fluorescence polarization; P03206; actives 0.15% (n = 320,000); in the data active = inhibition above about 33%
Target sequence (P03206 whole entry, looked up): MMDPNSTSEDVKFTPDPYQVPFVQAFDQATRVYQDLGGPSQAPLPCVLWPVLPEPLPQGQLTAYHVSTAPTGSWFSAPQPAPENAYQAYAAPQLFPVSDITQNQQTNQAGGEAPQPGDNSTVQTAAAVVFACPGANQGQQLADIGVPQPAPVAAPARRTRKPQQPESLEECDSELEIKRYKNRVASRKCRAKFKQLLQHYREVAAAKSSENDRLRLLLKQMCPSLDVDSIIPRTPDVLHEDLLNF
TPT1 inhibitor – C. albicans TPT1 enzyme inhibition; AID 1962; inhibition, % at 5 µM; actives 0.81% (n = 300,000); recombinant caTPT1, FP RNA substrate dephosphorylation;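 active = inhibition above the mean of all tested compounds plus 3 SD, set per screening campaign, cut at about 24% in these data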;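 note: plate controls were DMSO alone for no effect and ferristatin control at 100 nM for full effect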
JMJD2C inh – inhibitors of human GASC-1 (JMJD2C) demethylase | Q9H3R0 | GST-JMJD2C(1-420) H3K9me3 demethylation, DELFIA europium | inhibition, % at 2.35 µM | actives 0.069% (n = 330,000) | AID 2099;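 active = more than half of a compound's replicate wells show inhibition beyond 50%, single wells judged on their own value; inconclusive = some, but no more than half, of replicates pass 50% inhibition; inactive = no replicate passes 50% inhibition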;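 note: signal counts dimethyl H3K9 product captured on neutravidin plate; 0% = median of DMSO wells and 100% = 0.3 times that DMSO median; strong numbers were not always called active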
HCV core dimer – HCV core protein dimerization inhibition; AID 1899; actives 0.33% (n = 300,000); TR-FRET GST/Flag-core106 dimerization, 1536-well; inhibition, % at 5 µM;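 active = inhibition above the mean of all tested compounds plus 3 SD, set per screening campaign, cut at about 45% in these data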
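Assay system – GST-tagged and Flag-tagged HCV core protein residues 1-106 · Quantity – core106 proteins, GST 13.5 nM and Flag 17 nM · Benchmarks – unlabelled core106 and no-GST-core106 wells · Read-out basis – percent inhibition of core106 dimerization signal · Detection – time-resolved FRET, ex 340 nm, em 617 and 671 nm · Schedule – 4 h at 22.5 °C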
Yeast superoxide – caloric restriction mimetics inhibiting age-related superoxide in yeast. AID 2690. S. cerevisiae aged cells, superoxide DHE fluorescence; active compounds read low. superoxide response (% of plate mean), % at 10 µM. actives 0.18% (n = 330,000);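 active = superoxide response under a set limit, about three screen SD below normal, cut at about 65% in these data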;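 note: yeast aged for seven days with compound at 30 °C before DHE staining; 100% = average MFI of all compound-treated wells on the plate with controls excluded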
* marks the source's active call; other numbers are inactive results; ? = inconclusive; nt = no result given; & = joins results of further samples. Compounds as they come; about 3.1% have a hit in one of these screens.

Order of results: EBNA-1 inh	PP1 counter	CTSL1 counter	PP5 inh	ZTA DNA inh	TPT1 inhibitor	JMJD2C inh	HCV core dimer	Yeast superoxide
CCC(C)(C)C(=O)Nc1cc([N+](=O)[O-])ccc1Cl
→ 3	-4	4	0.5	6	-1	-2	5	114
CNCCCC1c2ccccc2C=Cc2ccccc21
→ 0	0	-1	4.7	1	2	3&-16	-13	97
COc1ccc(-c2nnc(SCc3nc4ccccc4c(=O)[nH]3)o2)cc1
→ 3	-2	-3	-1.1	-2	4	-1	0	99
N#C/C(=C\c1ccco1)C(=O)Nc1cccc2ncccc12
→ 7	-3	7	0.9	25	-2	4	-2	82
CCOC(=O)c1cnn(-c2ccccc2)c1NC(=O)c1cccs1
→ -11	-1	-1	2.4	-11	2	-8	1	105
O=C(O)CCCn1nc(-c2ccccc2)c2ccccc21
→ -5	0	-1	1.1	14	2	0	9	110
O=C(COC(=O)c1sc2ccccc2c1Cl)NCC1CCCCC1
→ -4	1	-2	1.3	-13	-3	-3	-8	106
COC(=O)C1=C(C)N(CC2CCCO2)C(=O)/C1=C\c1ccc(O)cc1 (stereo not drawn)
→ 10	0	-1	3.6	-2	-1	-1	-3	85
CC(=O)N1CCCc2cc(S(=O)(=O)N3CCCC3)ccc21
→ -9	-2	0	2.3	10	0	1	2	99
C=CCn1c(SCC(=O)Nc2cccc3ccccc23)nc(O)c(CC)c1=O
→ 5	-4	3	0.4	19	-2	12	5	104
NS(=O)(=O)c1ccc(NC(=S)NC2CC2)cc1
→ 3	3	2	-2.1	-5	0	2	-2	94
Cn1c(/C=C/c2ccc(Br)cc2)nc2ccccc2c1=O
→ 4	0	-1	-1.4	-1	2	3	5	120
CCN(CC(=O)NCCc1ccc(S(N)(=O)=O)cc1)Cc1ccccc1
→ -3	2	0	3.1	6	0	-38	1	102
Cc1cc(NC(=O)CCn2c(=O)sc3ccccc32)no1
→ -4	-2	-3	1.6	1	-1	-13	-3	97
O=C1CC(N(O)c2ccccc2)C(=O)N1Cc1ccccc1 (stereo not drawn)
→ 1	0	1	-2.6	2	-5	-2	-4	82
Cc1cccc(N(CC(=O)NC2CCCCC2)C(=O)CCCC(=O)Nc2ccccn2)c1C
→ 3	-2	2	0.1	-1	-2	26	9	112
CC1=C(C#N)C(Nc2cc(C)ccn2)(C(F)(F)F)C(=O)N1 (stereo not drawn)
→ -15	1	-6	2.8	-10	-3	3	-9	111
COc1cc(C(=O)NCC(=O)NC(C)CCc2ccccc2)cc(OC)c1OC (stereo not drawn)
→ 2	0	0	-3.3	-1	-4	-1	-6	87
S=C(NC1CCCC1)N1CCN(c2ccc(Cl)cc2)CC1
→ 9	0	-3	-0.2	4	-2	-6	11	119
CCOC(=O)Nc1cccc(Cl)c1C
→ -4	-1	-3	0.0	2	0	3	0	90
CCOc1cc(/C=N/NC(=O)c2cccc(S(=O)(=O)N3CCOCC3)c2)ccc1OCC(=O)N(C)C
→ 6	-4	-1	0.8	-20	-2	-5	-1	84
Cc1ccc(C(=O)c2c(NC(=O)c3ccccc3)sc(C)c2C)cc1
→ 15	-1	-1	0.2	12	1	11	4	100
O=C1CC(C(=O)NCc2ccccc2)C2(CCCC2)O1 (stereo not drawn)
→ 7	-3	0	3.4	-6	3	0	-3	100
O=C(Nc1ccnn1C1CCN(Cc2ccccc2)CC1)c1ccccc1Cl
→ 4	-2	1	-0.7	-1	-5	7	4	92
CCOc1ccc(Oc2nc(NCC(C)C)nc(OC)n2)nn1
→ 2	-5	0	0.6	-7	3	5	3	102
Cc1ccc(CNn2cnnc2SCc2ccc(F)cc2)cc1
→ 8	0	0	1.0	17	-3	2	10	106
O=C(OCC1OC(Oc2ccc(O)cc2)C(O)C(O)C1O)c1ccccc1 (stereo not drawn)
→ -9	-6	-2	2.7	-3	1	?	-2	90
Oc1ccccc1/C=N/Nc1ccccc1
→ 11	5	-5	4.8	-4	-1	-5	-20	72
O=C(NN=C1CCCCCC1)c1cn(-c2ccccc2)nc1-c1ccccc1
→ -3	-1	8	-9.3	-11	-1	-4	-1	64*
Cc1cc(C)c2c(c1)NC(c1cc3c(cc1Br)OCO3)C1CC=CC21 (stereo not drawn)
→ -2	-1	0	0.9	0	2	-6	-2	92

Limited to Yeast superoxide, HCV core dimer and ZTA DNA inh, for some of the entries so far:
mol | Yeast superoxide | HCV core dimer | ZTA DNA inh
CCOc1ccc(Oc2nc(NCC(C)C)nc(OC)n2)nn1 | 102 | 3 | -7
O=C(OCC1OC(Oc2ccc(O)cc2)C(O)C(O)C1O)c1ccccc1 (stereo not drawn) | 90 | -2 | -3

Single records, as listed above. Values in the order: EBNA-1 inh | PP1 counter | CTSL1 counter | PP5 inh | ZTA DNA inh | TPT1 inhibitor | JMJD2C inh | HCV core dimer | Yeast superoxide
`C=CCn1c(SCC(=O)Nc2cccc3ccccc23)nc(O)c(CC)c1=O` across the screens: 5 | -4 | 3 | 0.4 | 19 | -2 | 12 | 5 | 104
`CCC(C)(C)C(=O)Nc1cc([N+](=O)[O-])ccc1Cl` across the screens: 3 | -4 | 4 | 0.5 | 6 | -1 | -2 | 5 | 114
`COc1ccc(-c2nnc(SCc3nc4ccccc4c(=O)[nH]3)o2)cc1` across the screens: 3 | -2 | -3 | -1.1 | -2 | 4 | -1 | 0 | 99
`O=C(OCC1OC(Oc2ccc(O)cc2)C(O)C(O)C1O)c1ccccc1` (stereo not drawn) across the screens: -9 | -6 | -2 | 2.7 | -3 | 1 | ? | -2 | 90

Grouped by structure, the compounds so far with fluorine
Order of results: EBNA-1 inh	PP1 counter	CTSL1 counter	PP5 inh	ZTA DNA inh	TPT1 inhibitor	JMJD2C inh	HCV core dimer	Yeast superoxide
CC1=C(C#N)C(Nc2cc(C)ccn2)(C(F)(F)F)C(=O)N1 (stereo not drawn)
→ -15	1	-6	2.8	-10	-3	3	-9	111
Cc1ccc(CNn2cnnc2SCc2ccc(F)cc2)cc1
→ 8	0	0	1.0	17	-3	2	10	106

The listing picks up; the two compounds before the break are reprinted first.
Order of results: EBNA-1 inh	PP1 counter	CTSL1 counter	PP5 inh	ZTA DNA inh	TPT1 inhibitor	JMJD2C inh	HCV core dimer	Yeast superoxide
O=C(NN=C1CCCCCC1)c1cn(-c2ccccc2)nc1-c1ccccc1
→ -3	-1	8	-9.3	-11	-1	-4	-1	64*
Cc1cc(C)c2c(c1)NC(c1cc3c(cc1Br)OCO3)C1CC=CC21 (stereo not drawn)
→ -2	-1	0	0.9	0	2	-6	-2	92
CCOc1cc(/C=N/NC(=O)Cn2nc([N+](=O)[O-])cc2C)cc(Br)c1OCc1ccccc1C
→ 6	1	0	0.7	-3	0	-4	13	104
Cc1cccc2c(C(=O)N3CCCCC3)cc(-c3ccccc3)nc12
→ -10	5	0	3.9	-6	-2	2	3	102
C/C(CCN1CCc2nc(-c3ccccc3)c(-c3ccccc3)cc2C1)=N\O[C@@H](C)c1cc(-c2c(C)cc(C)cc2C)no1
→ -2	5	-1	2.9	1	0	-9	-4	86
CN(CC1CCOCC1)C(=O)CC1C(=O)NCCN1CC(c1ccccc1)c1ccccc1 (stereo not drawn)
→ 5	0	0	0.9	5	-4	-2	9	87
CCC(Sc1nc(C)cc(=O)[nH]1)C(=O)Nc1nc(-c2ccccc2)cs1 (stereo not drawn)
→ -1	3	2	3.4	6	0	4	11	88
COc1ccc(OCCC(=O)NC2=NCCS2)cc1
→ 5	0	-1	-1.8	-5	-3	-6	2	88
CCOC(=O)C1CCCN(S(=O)(=O)c2ccc3c4c2CC(=O)N4CC(C)S3)C1 (stereo not drawn)
→ 9	0	1	0.3	4	-1	6	5	98
O=C1CCC(C(=O)Nc2ccc([N+](=O)[O-])cc2)N1 (stereo not drawn)
→ nt	0	nt	-0.6	-2	nt	-2	nt	105
CC(OC(=O)CC1Sc2ccccc2NC1=O)C(=O)NC1CCCC1 (stereo not drawn)
→ -15	-1	-69	4.0	-11	1	-4	3	98
CC(=O)c1cccc(NC(=O)CN(Cc2ccccc2)S(C)(=O)=O)c1
→ -5	-4	3	0.9	1	3	6	-4	103
O=C(CC1SC(=Nc2ccc(O)cc2)NC1=O)Nc1ccccc1 (stereo not drawn)
→ 10	-5	-2	0.4	7	-3	-8	3	81
Cc1cc(=O)nc2c3ccccc3n(C(C)C(=O)NCCC(C)C)n12 (stereo not drawn)
→ -8	-9	-1	-0.5	4	-1	2	0	101
CC(C)[C@H]1COCCS(=O)(=O)N1Cc1ccc(Cl)cc1
→ 12	2	1	-0.9	5	-1	5	5	102
Cc1ccc(N=C2SC(C(=O)O)CC(=O)N2C)cc1C (stereo not drawn)
→ -3	-1	2	2.4	7	-7	3	-5	94
O=C(Cn1nc(C(=O)O)c2ccccc2c1=O)NCC1CCCO1 (stereo not drawn)
→ -11	-1	-10	1.6	9	0	4	-2	94
O=C(O)c1cccc(NS(=O)(=O)c2ccc3nnn(O)c3c2)c1
→ -3	-1	-4	1.6	-2	-2	-9	-6	97
Cn1c(CN2CCCC2)nc2cc(NC(=O)COc3ccc(Cl)cc3)ccc21
→ 0	-1	4	-1.4	15	60*	-3	2	98
COc1cccc(CC(=O)Nc2nc(-c3ccc(OC)c(OC)c3)cs2)c1
→ 6	-1	6	2.5	-5	-1	9	-1	116
CCC(C)[C@H](NC(=O)NCc1ccc(S(N)(=O)=O)cc1)C(=O)OC (stereo partly drawn)
→ 1	-5	-3	2.1	-19	3	-5	3	95
